Screening data: PubChem, Southern Research Specialized Biocontainment Screening Center
tuberculosis growth: growth inhibition of non-replicating M. tuberculosis (AID 488890); 320,000 compounds, 0.39% hits; one-dose inhibition, % at 25 µM; IC50 in µM for titrated hits; Mycobacterium tuberculosis non-replicating, growth inhibition; higher % means a stronger effect; in the data active means a potency from the dose series;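 further: plate controls were DMSO cells for no effect and high antibiotic wells for full effect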
inhibitors of VEEV: inhibitors of VEEV TC-83 cytopathic effect, confirmation, Vero cells (AID 588727); 350,000 compounds, 0.13% hits; Vero cells, VEEV TC-83 cytopathic effect inhibition; higher % means a stronger effect; one-dose inhibition, % at 20 µM; IC50 in µM for titrated hits; in the data active means a potency from the dose series; further: strong numbers were not always called active
M. tuberculosis HTS: M. tuberculosis growth inhibition, HTS (AID 449762) | inhibition, % at 25 µM; hits with a dose series show IC50 in µM | 330,000 compounds, 0.59% hits | M. tuberculosis H37Rv growth inhibition, 7H9 media; higher % means a stronger effect; in the data active means a potency from the dose series;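 further: bacterial growth assessed after seven days of incubation; strong numbers were not always called active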
H1N1 NS1A inhibition: H1N1 influenza NS1A inhibitors, functional cell based assay (AID 504329); inhibition, % at 12.5 µM, or IC50 in µM where a hit was titrated; 340,000 compounds, 0.3% hits; NS1A functional cell-based assay, percent inhibition; higher % means a stronger effect; in the data active means a potency from the dose series; further: strong numbers were not always called active
Salmonella PhoP GFP: PhoP regulon inhibitors, Salmonella typhi PhoP promoter GFP reporter, confirmatory (AID 1850) | Salmonella Typhi PhoP-promoter GFP reporter, fluorescence, 4 h; higher % means a stronger effect | inhibition, % at 50 µM; hits with a dose series show IC50 in µM | 310,000 compounds, 0.33% hits; in the data active means a potency from the dose series;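 further: 0% = induced wells with vehicle and 100% = uninduced wells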
inhibitors of VEEV 10K pilot screen: further read-out of inhibitors of VEEV, marked with its call; inhibition, %; measured here: 10K pilot screen inhibition
* hit, by the source's call; i = inactive; . = not tested or not shown.

The opening five entries, ahead of the listing:
SMILES	tuberculosis growth	inhibitors of VEEV	M. tuberculosis HTS	H1N1 NS1A inhibition	Salmonella PhoP GFP	others
CC1=NC(=O)C(N=Nc2ccccc2)N1c1ccccc1 (stereo not drawn)	22%	9.6%	11%	21%	-4%
CCn1c(O)c(/C=N/N=C/c2ccccc2)c2ccc(C3=NNC(=O)CC3)cc21	2%	6.1%	-14%	0%	-52%
CC1CCCN(S(=O)(=O)c2ccc(C(=O)NC(C)c3ccccc3)cc2)C1 (stereo not drawn)	.	2.6%	.	-5%	.
CC(=O)Nc1ccc(C(=O)C(Cc2ccccc2)N(C)C)cc1 (stereo not drawn)	4%	0.3%	-2%	-17%	-6%
Cc1cc(CNC(=O)COc2ccccc2)c2ccccc2n1	.	i	.	6%	.

This part in full, previewed entries included:
SMILES	tuberculosis growth	inhibitors of VEEV	M. tuberculosis HTS	H1N1 NS1A inhibition	Salmonella PhoP GFP	others
CC1=NC(=O)C(N=Nc2ccccc2)N1c1ccccc1 (stereo not drawn)	22%	9.6%	11%	21%	-4%
CCn1c(O)c(/C=N/N=C/c2ccccc2)c2ccc(C3=NNC(=O)CC3)cc21	2%	6.1%	-14%	0%	-52%
CC1CCCN(S(=O)(=O)c2ccc(C(=O)NC(C)c3ccccc3)cc2)C1 (stereo not drawn)	.	2.6%	.	-5%	.
CC(=O)Nc1ccc(C(=O)C(Cc2ccccc2)N(C)C)cc1 (stereo not drawn)	4%	0.3%	-2%	-17%	-6%
Cc1cc(CNC(=O)COc2ccccc2)c2ccccc2n1	.	i	.	6%	.
COC(=O)CSc1nnc(CNC(=O)c2ccccc2OC)n1C	-8%	2.8%	-9%	0%	-7%
O=C(NCCN1CCN(c2ccccc2F)CC1)c1ccc2nc3ccccc3c(=O)n2c1	.	7.6%	.	-9%	.
c1ccc(Cc2nnc(N3CCCCC3)c3ccccc23)cc1	9%	1.8%	2%	3%	3%
COc1cccc(CN2CCN(Cc3nc(-c4cccc(F)c4F)oc3C)CC2=O)c1	12%	0.2%	-2%	-11%	0%
Cc1occc(=O)c1O	-10%	0.6%	-5%	1%	-5%
O=C(O)c1ccc(CSc2nc3ccc(NC(=O)c4ccccc4C(=O)O)cc3s2)cc1	8%	1.3%	0%	4%	-10%
Cn1cc(/C=C(\C#N)C(=O)Nc2ncc(Cc3ccc(Cl)cc3)s2)c2ccccc21	-32%	3.9%	2%	1%	-10%

Reprinted from the part before: 3 compounds, followed by the next part.
SMILES	tuberculosis growth	inhibitors of VEEV	M. tuberculosis HTS	H1N1 NS1A inhibition	Salmonella PhoP GFP	others
Cc1occc(=O)c1O	-10%	0.6%	-5%	1%	-5%
O=C(O)c1ccc(CSc2nc3ccc(NC(=O)c4ccccc4C(=O)O)cc3s2)cc1	8%	1.3%	0%	4%	-10%
Cn1cc(/C=C(\C#N)C(=O)Nc2ncc(Cc3ccc(Cl)cc3)s2)c2ccccc21	-32%	3.9%	2%	1%	-10%
O=C(Nn1cnnc1)c1ccccc1Cl	-10%	i	1%	-4%	-1%
Cc1ccc(C)c2[nH]c(=O)c(CCNC(=O)CCc3ccccc3)cc12	-15%	5.9%	-17%	2%	-17%
CC(OC(=O)Cn1c(C(F)(F)F)nc2ccccc21)C(=O)N1CCCc2ccccc21 (stereo not drawn)	7%	i	-9%	-14%	-17%
CCCCNC1C(CC)C(CCC)C(C#N)(C#N)C1(C#N)C#N (stereo not drawn)	79%	0.1%	53%	11%	2%	inhibitors of VEEV 10K pilot screen=2.2
COCCCNCCCCOc1ccc(Br)cc1C	67%	2.1%	-7%	-1%	18%
CCN(CC)S(=O)(=O)c1ccc(C(=O)N(c2ccccc2)C2C=CS(=O)(=O)C2)cc1 (stereo not drawn)	-3%	2.0%	-2%	-4%	7%
CCOC(=O)c1c(NC(=S)Nc2ccc(Cl)cc2)sc2c1CCN(C)C2	-7%	6.7%	-3%	11%	-10%	inhibitors of VEEV 10K pilot screen=0.6
CCOC(=O)Cc1csc(NC(=O)CSc2nnc(C3CC3)n2C)n1	-12%	3.9%	-13%	-2%	7%	inhibitors of VEEV 10K pilot screen=0.3
Cc1ccnc(NC(=O)c2cccc(NC(=O)COc3ccccc3)c2)c1	12%	0.3%	0%	0%	-5%
C=CCN(CC=C)S(=O)(=O)c1ccc2nc(NC(=O)C(C)C)sc2c1	36%	8.6%	8%	-4%	0%
O=C(CCCN1C(=O)c2ccccc2C1=O)NCCCN1CCOCC1	-11%	0.9%	-6%	-3%	1%
Cn1cc([N+](=O)[O-])cc1-c1nc2ccccc2n1C	8%	0.5%	-2%	-5%	-9%
COc1ccc(C(C)=O)cc1CSCCC(=O)O	-4%	0.5%	4%	-7%	-4%
COCCCN1C(=O)C2C(C(=O)Nc3cccc(Cl)c3)C3C=CC2(O3)C1C(=O)NC1CCCCC1 (stereo not drawn)	3%	3.7%	5%	-6%	9%
O=C1/C(=C\c2ccc(O)cc2)CCC1CNc1ccc(Cl)cc1 (stereo not drawn)	.	i	.	3%	.
Cc1cc(NC(=O)c2ccc(Br)c([N+](=O)[O-])c2)no1	11%	i	4%	-19%	12%
O=C(COc1ccc(S(=O)(=O)N2CCCCC2)cc1Cl)N1CCOCC1	-2%	i	3%	10%	-7%
CCC(C(=O)OCC(=O)N(C)c1c(N)n(Cc2ccccc2)c(=O)[nH]c1=O)c1ccccc1 (stereo not drawn)	-1%	0.9%	-2%	-9%	6%
CCCCC(=O)Nc1ccc(NC(=S)NC(=O)CC(C)C)cc1OC	71%	0.1%	0%	2%	1%
Cc1ccc(N2CC(C(=O)NC3CC3)CC2=O)cc1Cl (stereo not drawn)	0%	2.7%	-10%	4%	12%
O=[N+]([O-])c1nn(-c2ccc3c(c2)OCCO3)n(O)c1=NCc1ccc(F)cc1	37%	2.4%	65%	17%	3%	inhibitors of VEEV 10K pilot screen=3.8
Cc1ccc(N=C(N(C)C)P(=O)(N(C)C)N(C)C)c(C)c1	-9%	0.6%	-2%	-6%	4%
Cn1cnnc1SC(C(=O)Nc1ccc(F)cc1)c1ccccc1 (stereo not drawn)	12%	1.2%	2%	-18%	-1%
Cc1ccc(Sc2sc(=O)n(C)c2S(=O)(=O)c2ccc(C)cc2)cc1	3%	1.4%	-6%	-8%	-12%
COc1ccc(NC(=O)N2CCCCC2c2cccnc2)cc1 (stereo not drawn)	-14%	4.0%	-1%	3%	-9%
Cn1c(=O)cc(SCC(=O)Nc2cccnc2)c2ccccc21	-11%	2.3%	1%	4%	-4%
Cc1ccc(C2=NS(=O)(=O)N(C)C(C(=O)NC3CCCCC3)=C2)cc1	17%	0.3%	-8%	-2%	0%	inhibitors of VEEV 10K pilot screen=1.1
COc1ccc(/C(=N/OC(C)=O)c2nccc3cc(OC)c(OC)cc23)cc1OC	-18%	1.5%	-3%	-1%	4%
CCOC(=O)C1=C(COC(=O)COc2ccc(C(C)=O)cc2)NC(=O)NC1C (stereo not drawn)	-13%	3.1%	-6%	-2%	10%
COc1c(Cl)cccc1-c1cn2ccccc2n1	8%	1.1%	6%	4%	3%
COc1ccc(/C(C)=N\NC(=O)CNC(=O)C(c2ccccc2)c2ccccc2)cc1OC	-18%	2.0%	6%	-2%	-3%
N#Cc1ccccc1NC(=O)c1ccc(-c2ccccc2Cl)o1	8%	1.2%	-2%	-14%	-3%
CCOc1cc(NC(=O)C(C)C)c(OCC)cc1NC(=O)Nc1ccccc1	26%	2.9%	3%	25%	0%
COc1ccccc1N1CCN(C(=O)c2cc3cc(F)ccc3[nH]2)CC1	0%	2.6%	4%	-6%	1%
CC1CCN(C(=O)CN2C(=O)NC3(CCCCCC3)C2=O)CC1	-3%	i	1%	-10%	.
N#CCC(=O)Nc1ccc(C(=O)NNC(=O)c2ccccc2-n2cccc2)cc1	20%	0.8%	-8%	-8%	.
Cc1nn(C)c(Oc2ccc(Cl)cc2)c1C(=O)O	5%	1.2%	5%	-4%	0%
COc1ccc(NC(=O)c2sc3nc(N4CCOCC4)c4c(c3c2N)CC(C)(C)OC4)c(OC)c1	-2%	5.8%	-2%	-3%	-1%
CCOc1cc(/C=N/NC(=O)C(C)Sc2ccccn2)ccc1O (stereo not drawn)	35%	2.0%	-6%	-2%	-5%
Clc1ccc2c(c1)CCc1cccnc1C2=C1CCNCC1	69%	.	27µM*	.	10%
O=C(Nc1ccncc1)C1CC(=O)N(c2ccc(F)cc2)C1 (stereo not drawn)	12%	i	1%	9%	6%
CC(C)NC(=O)NC(=O)CSc1nncn1C	-10%	6.6%	-9%	-1%	-7%
CN(C)/C=C1/C=C(c2ccccc2)OC1=O	74%	i	-4%	-3%	-7%
CCN1C(=O)CC(C(=O)Nc2ccc(F)cc2)SC1=Nc1ccc2c(c1)OCO2 (stereo not drawn)	3%	8.4%	2%	-17%	-9%
O=C(N/N=C\c1cccnc1)c1ccc(Cl)s1	1%	9.0%	-9%	-5%	-9%
COc1ccc(/C(C)=N/Nc2ccc(F)cc2F)c(O)c1	27%	0.1%	61%	-17%	4%
COc1ccc(NC(=O)CN(C)C(=O)c2c(-c3ccccc3Cl)noc2C)cc1	-3%	3.2%	-7%	-9%	-6%
COC(=O)Nc1ccc(S(=O)(=O)N2CCC(C(=O)N(C)C3CCCCC3)CC2)cc1	14%	1.6%	0%	-3%	-9%
Nc1nnc(SCC(=O)OCC(=O)Nc2ccc(Br)cc2F)s1	-14%	1.2%	1%	12%	4%
COC(=O)c1c(-c2ccc(S(C)(=O)=O)cc2)sc2ccc(OC)cc12	60%	3.3%	6%	5%	.
COc1ccc(C(=O)CSc2nnc(COc3ccccc3)n2Cc2ccco2)cc1	23%	2.2%	-8%	6%	7%
O=C(c1ccc(Cl)cc1[N+](=O)[O-])N(Cc1ccccc1)Cc1ccccc1	-3%	.	11%	.	-25%
CC(C)Cn1c(-c2csc3ccccc23)n[nH]c1=S	9%	i	13%	-5%	0%
CC(Sc1ccccc1)C(=O)N/N=C/c1cccnc1 (stereo not drawn)	-9%	0.9%	2%	-11%	-4%
CC(C)CN(C(=O)c1cccc(Cl)c1)c1c(N)n(CC(C)C)c(=O)[nH]c1=O	0%	0.8%	-12%	5%	1%
O=C(NCc1ccco1)C1CC(c2ccc(Cl)cc2)=NO1 (stereo not drawn)	71%	3.7%	-2%	-5%	1%
CN(C)c1ccc(CNc2ncn[nH]2)cc1	3%	1.1%	-5%	3%	3%
O=C(NCc1ccco1)c1ccc(CS(=O)Cc2cccc(Cl)c2)o1 (stereo not drawn)	-3%	i	4%	-8%	-15%
Fc1ccc(CSc2ccc(-c3cccs3)nn2)cc1	38%	0.4%	4%	-6%	1%	inhibitors of VEEV 10K pilot screen=1.4
COc1ccc(/C=C2\SC(=S)N(CCCC(=O)Nc3ccc(C(=O)O)cc3)C2=O)cc1OC	53%	i	-2%	12%	13%

Next section:
SMILES	tuberculosis growth	inhibitors of VEEV	M. tuberculosis HTS	H1N1 NS1A inhibition	Salmonella PhoP GFP	others
C[C@H](CO)N1C[C@H](C)[C@@H](CN(C)CC2CCCCC2)Oc2ccc(NC(=O)CCN3CCOCC3)cc2C1=O	11%	0.6%	2%	3%	.
O=C(O)c1ccccc1-c1ccccc1C(=O)Nc1ccccc1	62%	0.8%	40%	-8%	-2%
COc1ccc(S(=O)(=O)N2CCC(C(=O)NC3CC3)CC2)cc1OC	-15%	1.7%	-14%	-12%	-8%
CN(CCOc1ccc(Cl)cc1)C(=O)C1=CC=CN2CCS(=O)(=O)N=C12	-1%	1.7%	-1%	-9%	.
COc1ccc(S(=O)(=O)N2CCOCC2)cc1NC(=O)c1cccc2c(=O)c(C)c(-c3ccccc3)oc12	20%	6.1%	2%	-7%	-4%
O=C(Nc1nnc(Cc2ccccc2)s1)Nc1ccccc1F	6%	4.2%	-2%	4%	0%
COc1ccc(C2C3=C(CC(c4ccco4)CC3=O)Nc3ccccc3N2C(C)=O)cc1 (stereo not drawn)	21%	1.0%	0%	-5%	-1%
CC[C@@]1(C(=O)OC)N[C@H](CN(C)S(=O)(=O)c2ccc(OC(F)(F)F)cc2)[C@@H]2C(=O)N(C)C(=O)[C@@H]21	-2%	0.9%	9%	16%	.
CCCN1CCC2(CC1)C(C#N)=C(N)Oc1c2sc2nc(C)cc(C)c12	-1%	5.9%	3%	2%	13%
Cc1nn(Cc2ccccc2)c(Cl)c1C(=O)NC1CCCc2ccccc21 (stereo not drawn)	26%	5.6%	9%	-3%	-8%
CCOC(=O)NC(O)C(=O)c1ccc(F)cc1 (stereo not drawn)	-11%	1.9%	10%	0%	-6%
Cc1ccc(NC(=O)CN2C(=O)CSc3ccc(S(=O)(=O)N4CCCCC4)cc32)cc1	1%	4.0%	10%	-4%	-7%
CCCCOc1ccc(C2(C)CC(=O)NC2=O)cc1 (stereo not drawn)	0%	2.5%	-11%	-3%	-2%
